Source: PubChem BioAssay
Growth percent in the NCI-60 one-dose screen (48 h, 10 µM unless noted): 100 = growth as untreated, 0 = no growth, -100 = all killed.
NCI-H522: NCI-H522 lung cancer; hit rate 8% among 78,000
NCI-H460: NCI-H460 lung cancer; hit rate 6.8% among 82,000; AID 1794736
SW-620: SW-620 colon cancer; hit rate 5.2% among 82,000; AID 1794795
NCI-H322M: NCI-H322M lung cancer. hit rate 2.7% among 80,000. AID 1794733
NCI-H23: NCI-H23 lung cancer; AID 1794731; hit rate 4% among 80,000
HCT-15: HCT-15 colon cancer; AID 1794746; hit rate 5.2% among 82,000
NCI-H226: NCI-H226 lung cancer; hit rate 3.5% among 79,000
HT29: HT29 colon cancer; hit rate 7.4% among 81,000
COLO 205: COLO 205 colon cancer. hit rate 7.3% among 79,000
* hit, by the source's call; / = not tested or not shown; & = joins results of further samples. How the source made its calls: active means growth percent below 10; inactive means the rest.

entry	Structure	NCI-H522	NCI-H460	SW-620	NCI-H322M	NCI-H23
1	Cc1ccc(S(=O)(=O)N/N=C/C=N/NS(=O)(=O)c2ccc(C)cc2)cc1	103	108	103	107	106
2	COc1ccccc1-c1nc(-c2ccccc2O)cn2ccnc12	91	108	113	103	98
3	C=CCN1CCN(c2ccncc2S(=O)(=O)N2CCN(C)CC2)CC1	86	105	99	102	97
4	Cc1ccc(S(=O)(=O)OC2CCC3(C)C(=CCC4C3CCC3(C)C(C(C)CCCC(C)C)CCC43)C2)cc1 (stereo unspecified)	90	109	105	112	103
5	CCCCc1ccc(NC(=O)N(CCCl)N=O)cc1	97	102	93	97	109
6	NC(=O)NCSCNC(N)=O	102	106	107	101	97
7	CCOC(=O)c1c2ccc3cn[nH]c3c2c(C)n1C	91	95	109	95	96
8	CCCN(C(=O)Cc1c(F)cccc1Cl)c1c(N)n(Cc2ccccc2)c(=O)[nH]c1=O	88	110	110	99	92
9	C/C(=N\NC(=O)Nc1ccc(C(F)(F)F)c(Cl)c1)c1nnn(-c2ccc(Cl)cc2)c1C	96	101	99	95	101
10	CCCCCCCCCCCC(=O)C(CCCCCCCCCC)C(=O)Nc1ccccc1 (stereo unspecified)	89	111	107	91	96
11	CCOCCNC1=C(Cl)C(=O)c2ccccc2C1=O	83	95	110	108	81
12	CCC(C)c1ccc(OCC(C)O)cc1 (stereo unspecified)	112	106	108	102	99
13	COc1ccc(-c2nc3cc(C(=O)Nc4ccncc4)ccc3n2C2CCCCC2)cc1	91	100	102	100	100
14	O=C(c1ccccc1)n1cc(-c2nc3ccccc3s2)c2cccnc21	97	103	110	93	102
15	CCCCOCCOCCOC(=O)c1cccc(C)c1	90	98	100	105	102

entry	HCT-15	NCI-H226	HT29	COLO 205
1	107	93	111	112
2	83	98	106	106
3	101	88	94	109
4	105	98	105	115
5	102	91	100	101
6	106	/	113	113
7	91	87	95	/
8	102	96	105	119
9	99	94	105	104
10	115	97	95	108
11	95	121	107	130
12	110	96	104	113
13	75	117	84	108
14	105	87	106	113
15	101	98	102	/

Sorted by SMILES length (high to low): part of the list above
entry	Structure	NCI-H522	NCI-H460	SW-620	NCI-H322M	NCI-H23
4	Cc1ccc(S(=O)(=O)OC2CCC3(C)C(=CCC4C3CCC3(C)C(C(C)CCCC(C)C)CCC43)C2)cc1 (stereo unspecified)	90	109	105	112	103
9	C/C(=N\NC(=O)Nc1ccc(C(F)(F)F)c(Cl)c1)c1nnn(-c2ccc(Cl)cc2)c1C	96	101	99	95	101
3	C=CCN1CCN(c2ccncc2S(=O)(=O)N2CCN(C)CC2)CC1	86	105	99	102	97
15	CCCCOCCOCCOC(=O)c1cccc(C)c1	90	98	100	105	102

entry	HCT-15	NCI-H226	HT29	COLO 205
4	105	98	105	115
9	99	94	105	104
3	101	88	94	109
15	101	98	102	/

Further records follow:
entry	Structure	NCI-H522	NCI-H460	SW-620	NCI-H322M	NCI-H23
16	O=C(NNC(=O)c1ccc2ccccc2c1)c1cccc(F)c1	90	/	113	104	111
17	O=C1OCC/C1=C/OCCCCCO/C=C1/CCOC1=O	93	104	103	104	96
18	O=C(NCc1cn[nH]c1-c1ccc(F)cc1)[C@H]1CCC(=O)N(CCCc2ccccc2)C1	100	112	102	103	96
19	COc1ccc(-c2csc(NC(=O)CSc3nc(N)cc(N)n3)n2)cc1	87	110	105	100	99
20	O=C1OCCOC(=O)N2CCN(CC2)C(=O)OCCOC(=O)N2CCN1CC2	/	104	99	/	98
21	COC(=O)c1nnn(-c2cc(Cl)ccc2Cl)c1C(=O)c1ccc(Cl)c(Cl)c1	100	101	99	97	95
22	CNC(=O)c1cc(Oc2ccc3c(c2)sc2nc(-c4ccc(NC(C)=O)cc4)cn23)ccn1	28	50	57	70	60
23	O=C(Nc1cccc(Cl)c1)Nc1nc2ccccc2s1	65	85	94	88	67
24	Cc1csc(N/N=C/c2cn(-c3ccccc3)nc2-c2cc3ccccc3oc2=O)n1	86	109	107	105	108
25	CCOC(=O)CC1CSC(Nc2ccc(C(=O)O)cc2)=N1 (stereo unspecified)	96	110	103	98	102
26	O=C1/C(=C/c2cc(F)cc(F)c2)Cc2cc(F)cc(F)c21	83	103	99	76	101
27	COC(=O)c1c(-c2ccccc2)[nH]c(-c2nccc3ccccc23)c1C(=O)OC	84	97	91	/	89
28	COc1cc(C(=O)N2N=C(C)CC2=O)c(N2C(=O)/C(=C/c3ccccc3)N=C2c2ccccc2)cc1OC	87	103	113	108	96
29	COc1cc2c(cc1O)CC[C@@H]1[C@@H]2CC[C@]2(C)[C@@H](OCCCN(C)C)CC[C@@H]12	-91*	-61*	-43*	-22*	-30*
30	C=CCOC(=O)CCC(C)(CCC(=O)OCC=C)C(C)=O	94	100	104	95	102

entry	HCT-15	NCI-H226	HT29	COLO 205
16	102	115	102	114
17	106	105	101	119
18	96	109	109	109
19	101	98	104	112
20	105	103	/	99
21	99	99	102	120
22	53	72	35	47
23	74	73	90	85
24	97	96	103	112
25	106	102	102	120
26	95	91	92	107
27	102	85	97	94
28	96	94	114	113
29	-55*	9.5*	-91*	-71*
30	99	112	101	106

Continuation:
entry	Structure	NCI-H522	NCI-H460	SW-620	NCI-H322M	NCI-H23
31	CN(C)c1ncc2c(=O)[nH]cnc2n1	93	95	107	119	94
32	N=c1n(CCN2CCCCC2)c2ccccc2n1CC(=O)c1ccc(Cl)c(Cl)c1	76	103	108	95	95
33	COc1cccc(-c2nn(-c3ccccc3)cc2-c2ccnc(NCCCNS(=O)(=O)c3cccc4ccccc34)c2)c1	57	67	92	86	63
34	COC(=O)C1(O)CCCCC1	97	104	103	99	106
35	CC(=O)OC1C(OC(C)=O)C(OC(C)=O)C(OC(C)=O)C(OC(C)=O)C1OC(C)=O (stereo unspecified)	95	116	105	111	106
36	CN(C)CCCn1c2c(c3cc(-c4ccco4)ccc3c1=O)C(=O)c1ccccc1-2	60	46	30	81	72
37	CC(C)CCCC(C)NC(C)C (stereo unspecified)	97	103	99	113	101
38	NC(CCC(=O)OCc1ccccc1)C(=O)OCc1ccccc1 (stereo unspecified)	/	102	109	103	110
39	CCCCCC[C@@H](O)C/C=C\CCCCCCCC(=O)O	91	104	108	96	109
40	N#C/C(=C\c1ccc(-c2ccccc2)cc1)C(N)=O	86	104	114	93	106
41	COC(=O)c1[nH]nc2c1C1(C(=O)c3cccc4cccc1c34)C(C#N)=C(N)O2 (stereo unspecified)	100	105	100	94	95
42	CCCCNC(=O)Oc1ccc(/C(=C(\C)c2ccccc2)c2ccc(OCCN(CC)CC)cc2)cc1	53	56	70	86	77
43	Cc1cc(=O)[nH]c(=O)n1Cc1cn(-c2c3ccccc3nc3ccccc23)nn1	-74*	99	84	105	94
44	CC(=O)c1ccc2c(c1)c1ccccc1n2C	/	99	113	86	94
45	O=C(OC[C@H]1O[C@H](OC(=O)c2cc(O)c(O)c(OC(=O)c3cc(O)c(O)c(O)c3)c2)[C@H](OC(=O)c2cc(O)c(O)c(OC(=O)c3cc(O)c(O)c(O)c3)c2)[C@@H](OC(=O)c2cc(O)c(O)c(OC(=O)c3cc(O)c(O)c(O)c3)c2)[C@@H]1OC(=O)c1cc(O)c(O)c(OC(=O)c2cc(O)c(O)c(O)c2)c1)c1cc(O)c(O)c(OC(=O)c2cc(O)c(O)c(O)c2)c1	-11*	12	48	19	19

entry	HCT-15	NCI-H226	HT29	COLO 205
31	99	97	161	117
32	108	/	98	108
33	61	69	27	39
34	105	103	105	112
35	100	97	100	112
36	54	77	21	53
37	100	96	104	96
38	94	99	106	112
39	99	97	107	123
40	102	95	107	103
41	99	92	105	110
42	18	85	4.2*	59
43	79	105	113	96
44	102	84	91	100
45	29	7.2*	34	55

New compounds follow:
entry	Structure	NCI-H522	NCI-H460	SW-620	NCI-H322M	NCI-H23
46	CCN(CC)CCNc1cc(OC)c(N)c2cccnc12	87	72	/	95	70
47	O=C(O)c1cccc([N+](=O)[O-])c1/C=C/c1cccs1	94	105	101	98	93
48	CS(=O)(=O)OCc1ccc(COS(C)(=O)=O)cc1	83	106	95	95	98
49	CSc1nc2c(c(=O)n1C)N=C1c3ccccc3C(=O)C1C(c1ccccc1)N2 (stereo unspecified)	103	76	71	95	85
50	CC(=O)NS(=O)(=O)NC(C)=O	98	99	105	109	110
51	O=C(Nc1ccc(Br)c(Cl)c1)c1cc(F)ccc1O	0.5*	3.9*	7.8*	9.4*	-9.2*
52	S=C1NCN(CC2CC2)CN1	100	114&102	114&101	107&101	106&106
53	COC(=O)[C@]12CC[C@@H](C)[C@H](C)[C@@H]1C1=CC[C@@H]3[C@@]4(C)C=C(O)C(=O)[C@@]5(C)COC(=C54)C[C@@]3(C)[C@]1(C)CC2	-70*	-66*	-66*	-25*	-73*
54	CCCCCCCCCCC/C=C\C[C@H](O)C/C=C1/C(=O)C=C[C@@H]1C/C=C\CCCC(=O)OC	-42*	-31*	3.3*	70	-25*
55	CC(=O)Nc1ccc(C(=O)c2ccc(S(=O)(=O)Nc3ccccc3)cc2)cc1	84	98	103	73	231
56	O=C(N/N=C\c1ccc(-c2ccc(Br)cc2)o1)c1cc2oc(-c3cccc(C(F)(F)F)c3)cc2[nH]1	122	92	118	71	97
57	O=C(Nc1cc(Nc2ncccc2-c2ncnc3nc[nH]c23)ccc1F)c1cc(C(F)(F)F)cc(C(F)(F)F)c1	12	-30*	13	47	-4.0*
58	COc1cc(-c2nc3ccccc3c(=O)[nH]2)ccc1OCC(=O)N=Nc1c(O)[nH]c2ccc(Cl)cc12	94	112	106	102	104
59	CCN(CC)C(C(=O)NC1CCCCC1)c1ccccc1C(=O)OC (stereo unspecified)	93	103	101	102	107
60	O=c1[nH][nH]c(=O)c2nc3ccccc3nc12	112	105	94	105	99

entry	HCT-15	NCI-H226	HT29	COLO 205
46	70	88	69	89
47	98	95	109	109
48	101	90	93	103
49	62	/	52	74
50	107	112	94	100
51	7.6*	-24*	0.7*	41
52	112&95	101&92	108&103	120&114
53	-82*	-49*	-71*	-64*
54	-43*	-46*	-22*	-46*
55	104	102	97	92
56	84	106	110	107
57	-67*	17	-24*	-60*
58	109	102	97	104
59	94	96	104	131
60	116	116	102	112

Next section
entry	Structure	NCI-H522	NCI-H460	SW-620	NCI-H322M	NCI-H23
61	O=[N+]([O-])c1ccc(O)c(O)c1	95	94	96	98	100
62	O=C(Cn1c(=O)sc2nc3ccccc3nc21)Nc1ncc(Cc2cccc(C(F)(F)F)c2)s1	85	103	98	102	99
63	NCCCNc1nc2ccccc2c2c(=O)c3cc(C(F)(F)F)ccc3sc12	-3.1*	-70*	-75*	57	50
64	C=C1CCC2C3(C)COC(c4ccccn4)OC3CCC2(C)C1C/C=C1/C(=O)OCC1O (stereo unspecified)	65	100	49	99	100
65	CC(C)(C)C(=O)/C=c1/[nH]c(=O)/c(=C/c2ccccc2O)s1	27	24	34	72	73
66	CSc1ccc(C(=O)C[n+]2cccc(C)c2)cc1	110	109	102	102	102
67	COc1ccc2[nH]c(-c3ccccc3)c(/C=C(\C#N)S(=O)(=O)c3ccccc3)c2c1	64	20	36	78	60
68	O=C1Nc2cc(Cl)ccc2/C1=C\c1ccc(OCc2ccc([N+](=O)[O-])cc2)cc1	67	60	77	75	/
69	Cc1nc2c(c3nnc(-c4ccccc4)n13)CC(C)c1ccccc1N2C (stereo unspecified)	71	102	104	100	90
70	CC/C(=C(/CC)c1ccc(O)cc1)c1ccc(O)cc1	61	86	45	78	76
71	O=C(Nc1ccc(Oc2cccc(Cl)c2)c(Cl)c1)c1ccncc1	64	72	77	81	44
72	COc1ccc(C(=O)Nc2ccc3oc(-c4cc(OC)c(OC)c(OC)c4)nc3c2)cc1	35	88	99	72	85
73	O=C1/C(=C/c2ccc([N+](=O)[O-])o2)Oc2ccccc21	-80*	32	-78*	92	-8.2*
74	S=c1c2ccccc2nc2n1CCc1c-2[nH]c2ccccc12	57	71	81	61	62
75	O=c1oc2cc(OS(=O)(=O)c3ccccc3)ccc2c2c1CCCCC2	66	28	44	83	68

entry	HCT-15	NCI-H226	HT29	COLO 205
61	92	100	103	121
62	99	92	108	104
63	-56*	87	-23*	-41*
64	71	/	70	122
65	34	76	72	89
66	103	94	100	109
67	39	99	21	47
68	78	81	77	93
69	87	85	92	88
70	47	83	72	98
71	76	57	85	82
72	92	94	74	118
73	1.6*	24	-15*	-66*
74	69	31	79	91
75	42	60	10	31

More compounds follow.
entry	Structure	NCI-H522	NCI-H460	SW-620	NCI-H322M	NCI-H23
76	COc1cc2c3c(c(=O)oc2cc1OS(C)(=O)=O)CCCCC3	68	103	107	98	96
77	O=C(Nc1ccc(-n2ccc3c(NC(=O)c4ccccc4)ncnc32)cc1)c1ccc(Cl)c(C(F)(F)F)c1	11	-30*	-3.5*	44	56
78	O=C(CN1C(=O)S/C(=C\c2ccc(Cl)cc2)C1=O)Nc1ncc(Cc2ccccc2Cl)s1	93	108	106	110	96
79	N#Cc1c(-c2ccc(F)cc2)cc(-c2cccnc2)[nH]c1=O	93	107	99	105	103
80	COc1ccc(N2COC(=O)c3ccccc32)cc1OC	82	111	119	94	103
81	O=C(CSc1nc2ccccc2c(=O)n1-c1ccc(Cl)cc1)N/N=C/c1ccc(N2CCOCC2)cc1	93	107	102	101	101
82	[2H]C([2H])([2H])Oc1c(F)cccc1/C=C/C(=O)/C=C(O)/C=C/c1cccc(F)c1OC([2H])([2H])[2H]	87	99	109	102	86
83	CCCCCc1cc(Cl)cc(Cl)c1O	/	109	106	108	111

entry	HCT-15	NCI-H226	HT29	COLO 205
76	106	106	77	100
77	3.3*	32	-51*	33
78	102	92	110	112
79	101	99	95	113
80	101	100	90	117
81	101	102	105	110
82	81	108	103	114
83	101	104	105	110
